Peg3 imprint = genomic imprint erasure induction; Potency, µM (series often up to 60.7 µM), inactives show at the top dose activity change, positive = activation, hits mostly activators; mouse ES Peg3-LacZ reporter, beta-gal luminescence, 40 h; actives 0.02% (n = 110,000); AID 1948;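 further: 0% = negative control wells on the plate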
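Readout: BetaGlo luminescence (5 min, room temp) for LacZ from the normally silent maternal Peg3 allele in female Peg3LacZ-Neo ES cells. Cells 300/well, 40 h, 37C, 5% CO2. Data normalized per plate to negative controls.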
p53ts 39C tox = kills p53ts cells at the nonpermissive temperature; Potency, µM (series often up to 46.1 µM), without a hit: at the highest dose activity change, negative = cell killing, usual class: cytotoxic; actives 1.5% (n = 130,000); H1299-p53A138V viability at 39C, ATP luminescence, 24 h; AID 902; further: nearly all actives have a fitted effect of over 55% in size
IkB sig inh = inhibitors of IkB signaling in ABC-DLBCL cells | ABC-DLBCL IkBa-CBG/CBR dual luciferase ratio, 4 h; response scale: scaled: untreated 0%, proteasome inhibitor 100% | Potency, µM (top dose mostly 57.1 µM), for inactives: at the top dose IkBa stabilization activation | actives 0.04% (n = 110,000) | AID 445; active means well fitted curve in the direction sought with a large enough effect in the signal ratio, not every such curve was filed as active; inconclusive means small, poorly fitted or top-dose-only effect, or a change in a side signal; the % refers to the signal ratio;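 further: the direction sought is a rising ratio; 0% = basal untreated cells and 100% = reference inhibitor full response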
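In this assay, an IκBα–CBG68 fusion accumulates when IKK-driven degradation is blocked; native CBR normalizes for cell number. OCI-Ly3 cells were treated 4 h with compound and doxycycline, then green and red light read after Chroma-Glo addition.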
p53ts 32C kill = kills p53ts cells at the permissive temperature | H1299-p53A138V at 32C, ATP luminescence viability, 24 h | Potency, µM (doses to about 46.1 µM), without a hit: at the highest dose activity change, negative = cytotoxicity, usual class: cytotoxic | actives 0.93% (n = 130,000);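 further: 0% = DMSO and -100% = full killing by reference compound; nearly all actives have a fitted effect of over 55% in size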
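Viability by ATPlite luminescence after 24 h compound treatment (up to 46 uM) at the permissive 32C. Cells are H1299 carrying p53 A138V. Scale runs from DMSO basal to 100 uM tamoxifen as full kill; AC50 from Hill fits.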
Starred values were filed as active, the others as inactive; ? = inconclusive; . = not tested or not shown; & = joins results of further samples; [ ] = remark or other dose. Unless noted, the call rests on the fitted dose curve; in most records, active means well fitted curve in the direction sought with a large enough effect; inconclusive means small, poorly fitted or top-dose-only effect, or another doubt; inactive means no such curve, though single readings can be large; an effect the other way counts as inactive or inconclusive. Unless noted, on the % scale 0 is the no-effect control and ±100 the full control effect; potency means the concentration at half of the fitted maximal effect.

The line under a structure holds: Peg3 imprint | p53ts 39C tox | IkB sig inh | p53ts 32C kill
- Cc1ccc(-c2nc3scc(CCNS(=O)(=O)c4ccc(Oc5ccccc5)cc4)n3n2)cc1
    -15.9%[10.9 µM] | -17.8% | -1.7% | -0.3%
- CC(OC(=O)c1nsc(Cl)c1Cl)C(=O)NC(C)(C)C (stereo not drawn)
    . | -1.6% | . | -8.4%
- CCS(=O)(=O)NCC(c1ccco1)N1CCN(c2ccc(OC)cc2)CC1 (stereo not drawn)
    1.8%[10.9 µM] | -4.7% | ? | -2.3%
- CCc1ccc(CNC(=O)c2cc(-c3ccc(Br)s3)nc3ccccc23)cc1
    6.2%[10.9 µM] | -0.9% | ? | -10.8%
- COCCNc1cc(-c2ccccc2C(F)(F)F)ncn1
    -9.5% | -0.8% | 0.6%[11.4 µM] | 4.3%
- Cc1ccc(NC(=O)NCCOCCn2c(=O)oc3ccccc32)cc1F
    -21.1%[10.9 µM] | -0.9% | ? | -18.1%
- CCCn1c(=O)c2[nH]c(C3CCCC3)nc2n(CCC)c1=O
    -13.4%&4.7%&1.6% | 32.1%&-7.6%[activator] | 0.3%&2.0% | -14.3%&-5.0%
- Cc1nn(-c2ccccn2)c2c1C(c1ccsc1)C1=C(CCCC1=O)N2 (stereo not drawn)
    -17.7% | -5.1% | ? | 39.6%[activator]
- CCOC(=O)c1[nH]c(C)c(C(=O)OCCN2C(=O)c3ccccc3C2=O)c1C
    -7.3% | -10.7% | 0.0% | 7.2%
- Cn1nnc2c(N3CCN(c4ccc(F)cc4)CC3)ncnc21
    -5.7%[10.9 µM] | -1.2% | -2.3% | -5.1%
- CC(=O)OC[C@@H]1O[C@H](C/C=N\O[C@@H](C)CN2CCCc3nc(C)c(C)cc32)C=C[C@@H]1OC(C)=O
    . | 11.0%[9.22 µM] | . | 9.2%[9.22 µM]
- CC1=C(C(=O)OCc2ccccc2)C(c2ccsc2)C(C#N)=C(N)O1 (stereo not drawn)
    . | -2.2% | . | -21.4%
- CN/C=C1\C(=O)C(C)(C)Oc2ccc3ccc(=O)oc3c21
    -4.1% | -13.4% | -1.2% | 0.3%
- COCC(=O)N1CCC2(CC1)CN(c1ccncc1)C2
    . | 11.3% | 1.4%[11.4 µM] | -2.4%
- CC(=O)Nc1ccc(NC(=O)CCS(=O)(=O)c2ccc3c(c2)CC(=O)N3C)cc1
    -5.5%[10.9 µM] | 18.8% | -0.7% | 4.3%
- N#Cc1ccc(-c2nnnn2-c2ccc3c(c2)OCO3)cc1
    -13.3% | 0.2% | -1.7% | 1.0%
- CC(=O)C1=C(O)C(=O)N(Cc2ccco2)C1c1ccccc1 (stereo not drawn)
    6.2% | 19.2% | 1.8% | 3.2%
- Cc1nnc(SCC(=O)NCCOc2ccc(Cl)cc2)n1-c1ccccc1
    -13.6% | -1.0% | 1.2% | -0.6%
- Cc1onc(-c2ccccc2)c1C(=O)Nc1ccc2c(c1)OCO2
    -11.7% | -14.1% | 1.8% | -4.5%
- Cc1cc2n(n1)SC(Nc1cc(Cl)ccc1Cl)N2 (stereo not drawn)
    . | 12.5% | . | 5.0%

Sorted by SMILES length (rising): some entries from above.
The line under a structure holds: Peg3 imprint | p53ts 39C tox | IkB sig inh | p53ts 32C kill
- COCCNc1cc(-c2ccccc2C(F)(F)F)ncn1
    -9.5% | -0.8% | 0.6%[11.4 µM] | 4.3%
- COCC(=O)N1CCC2(CC1)CN(c1ccncc1)C2
    . | 11.3% | 1.4%[11.4 µM] | -2.4%
- CC(OC(=O)c1nsc(Cl)c1Cl)C(=O)NC(C)(C)C (stereo not drawn)
    . | -1.6% | . | -8.4%
- CC(=O)C1=C(O)C(=O)N(Cc2ccco2)C1c1ccccc1 (stereo not drawn)
    6.2% | 19.2% | 1.8% | 3.2%
- CN/C=C1\C(=O)C(C)(C)Oc2ccc3ccc(=O)oc3c21
    -4.1% | -13.4% | -1.2% | 0.3%
- Cc1ccc(NC(=O)NCCOCCn2c(=O)oc3ccccc32)cc1F
    -21.1%[10.9 µM] | -0.9% | ? | -18.1%
- Cc1nnc(SCC(=O)NCCOc2ccc(Cl)cc2)n1-c1ccccc1
    -13.6% | -1.0% | 1.2% | -0.6%
- Cc1nn(-c2ccccn2)c2c1C(c1ccsc1)C1=C(CCCC1=O)N2 (stereo not drawn)
    -17.7% | -5.1% | ? | 39.6%[activator]
- CCc1ccc(CNC(=O)c2cc(-c3ccc(Br)s3)nc3ccccc23)cc1
    6.2%[10.9 µM] | -0.9% | ? | -10.8%
- CCOC(=O)c1[nH]c(C)c(C(=O)OCCN2C(=O)c3ccccc3C2=O)c1C
    -7.3% | -10.7% | 0.0% | 7.2%
- CC(=O)Nc1ccc(NC(=O)CCS(=O)(=O)c2ccc3c(c2)CC(=O)N3C)cc1
    -5.5%[10.9 µM] | 18.8% | -0.7% | 4.3%
- Cc1ccc(-c2nc3scc(CCNS(=O)(=O)c4ccc(Oc5ccccc5)cc4)n3n2)cc1
    -15.9%[10.9 µM] | -17.8% | -1.7% | -0.3%
- CC(=O)OC[C@@H]1O[C@H](C/C=N\O[C@@H](C)CN2CCCc3nc(C)c(C)cc32)C=C[C@@H]1OC(C)=O
    . | 11.0%[9.22 µM] | . | 9.2%[9.22 µM]

(further entries)
The line under a structure holds: Peg3 imprint | p53ts 39C tox | IkB sig inh | p53ts 32C kill
- COc1ccc(C2C(C(C)=O)=C(O)C(=O)N2CCN(C)C)cc1OC (stereo not drawn)
    0.1% | 6.3% | -0.5% | -10.0%
- COc1cccc(C(=O)Nc2c(C(=O)Nc3ccc(F)cc3)oc3ccccc23)c1OC
    -10.2%[10.9 µM] | -19.4% | 3.0% | -1.6%
- CCn1c(=O)cc(OCC(=O)NCCCN2CC(C)CC(C)C2)c2ccccc21 (stereo not drawn)
    -16.7% | -24.0% | 4.2% | 5.5%
- Cc1cc(C)nc(SCc2ccc(C(=O)O)o2)n1
    -13.0% | 9.9% | 0.5% | 4.8%
- CCOc1ccc(NC(=O)N(C2CCCCC2)C2CCN(C(C)=O)CC2)cc1
    -6.0% | 0.6% | -1.3% | 3.1%
- C/C(Cl)=C/CN1C(=O)C2C3C=CC(C3)C2C1=O (stereo not drawn)
    -9.5% | 0.1% | -1.8% | 1.6%
- COCCCNC(=O)c1cccc(C(=O)NCCCOC)c1
    -6.6% | 3.9% | 0.5% | 8.1%
- CC(=O)c1ccc(N2CCN(C(=O)CCn3cnc4onc(-c5ccc(F)cc5)c4c3=O)CC2)cc1
    -7.7%[10.9 µM] | -16.2% | -1.7% | -5.6%
- Cc1cc(N2CCCC2)nc(SCC(=O)c2ccccc2)n1
    . | 18.6% | . | 13.4%
- COc1ccc(C(c2nnnn2CC2CCCO2)N2CCN(c3cccc(C)c3C)CC2)cc1 (stereo not drawn)
    -9.9% | -2.5% | ? | 13.9%
- COc1ccc(-c2cnnn2-c2ccc(NC(=O)c3ccccc3OC)cc2)cc1
    -14.1%[10.9 µM] | -24.4% | ? | 14.2%
- Cc1ccc(Cl)cc1NC(=O)C(=O)NCC(c1cccnc1)N1CCc2ccccc21 (stereo not drawn)
    -14.7%[10.9 µM] | 5.5% | -1.0% | 12.8%
- CC(C)CCOc1ccc(Cn2c(=O)oc3ccccc32)cc1
    -13.7%[10.9 µM] | -15.8% | -1.7% | -2.0%
- CSc1ncc2c(n1)-c1ccccc1N(Cc1ccccc1)S2(=O)=O
    -11.3%[10.9 µM] | -23.1% | ? | -0.4%
- Cc1ccc(CNC(=O)c2cn(C3CCCCC3)c(=O)c3c2c2ccccc2n3C)o1
    -20.3% | -5.6% | ? | 5.5%
- O=C(CSc1nccc(=O)[nH]1)N1c2ccccc2CCc2ccccc21
    6.9% | -6.9% | -3.2% | -8.3%
- CCOC(=O)CSc1nc(N(C)C)nc(N(C)C#N)n1
    . | 21.2% | . | 0.1%
- O=C(CN1CCCc2ccccc21)N/N=C/c1ccc(O)cc1O
    . | ? | . | ?
- O=C1C(Cl)=C(NCC2CCCO2)C(=O)N1c1ccccc1 (stereo not drawn)
    -9.3% | 12.8% | 3.0% | -4.3%
- COc1cc(NC(=O)CN2CCN(S(=O)(=O)c3ccc(Br)cc3)CC2)cc(OC)c1
    15.7%[10.9 µM] | -1.6% | -1.5% | 3.5%
- O=C1CCCCCC1C1(O)C(=O)Nc2ccc(Br)cc21 (stereo not drawn)
    -11.7% | -5.5% | 0.1% | -16.3%
- CCOC(=O)c1c(-c2ccc(Br)cc2)csc1NC(=O)c1ccccc1F
    -5.0%[10.9 µM] | 39.6%[activator] | 0.8% | 0.6%
- CC(C)N(C(=O)CSc1nnc(NC(=O)c2cccs2)s1)C(C)C
    . | 18.7% | . | 10.4%
- Cc1ccc(NC(=O)CSc2nnc(-c3ccc(Br)cc3)o2)c(C)c1
    -4.0%[10.9 µM] | -13.2% | 1.2% | 16.8%
- Cc1ccc(O)c(N)c1
    -3.4% | -4.3% | ? | 10.6%[1.84 µM]
- Oc1ccc(N2CCN(C(c3cccs3)c3nnnn3CCc3ccccc3)CC2)cc1 (stereo not drawn)
    . | 17.1% | 1.1% | 6.6%
- C=CCn1c(SCC(=O)NC2CCCCC2)nnc1C(C)NC(=O)c1cccs1 (stereo not drawn)
    -7.5% | 12.4% | 1.7% | 2.9%
- O=C(c1cccnc1)N1CCc2ccccc21
    -12.5% | -3.5% | -0.1% | -3.2%
- COc1ccccc1N1CCN(C(=O)c2cc3c(=O)n(Cc4cccs4)ccc3nc2C)CC1
    11.0%[10.9 µM] | -16.7% | ? | 2.4%
- Cc1ccc(CCNC(=O)c2ccc(CSCc3ccccc3Cl)o2)cc1
    -13.0%[10.9 µM] | -15.8% | ? | -4.2%
- CCCC(=O)C1=C(c2ccc(C)c(C)c2)N(C(=O)CCC)n2c(CC)nnc2S1
    20.5%[10.9 µM] | 18.4% | -1.6% | 1.8%
- COc1ccc(OCC(O)Cn2c(NCCO)nc3c2c(=O)n(C)c(=O)n3C)cc1 (stereo not drawn)
    -13.9%[10.9 µM] | -3.4% | 7.7% | -4.1%
- CCOc1ccc(N2C(=O)CC(NC3CCCCNC3=O)C2=O)cc1 (stereo not drawn)
    . | 6.9% | . | 4.5%
- COCCn1c(SCC(=O)Nc2ccc(C(F)(F)F)cc2)nc2c([nH]c3ccccc32)c1=O
    24.6%[10.9 µM] | ? | 1.2% | -3.4%
- CCOC(=O)C1=C(CS(=O)(=O)c2c(C)cc(C)cc2C)NC(=O)NC1c1cccc(OC)c1 (stereo not drawn)
    ? | 21.9% | ? | 8.0%
- Cc1ccc(C(=O)c2cn(Cc3ccccc3)c3c(F)cc(F)cc3c2=O)cc1
    -8.9%[10.9 µM] | 1.4% | ? | 18.9%
- Cc1ccc(C2=Nc3ccccc3N(CC(=O)NCc3ccc(Cl)cc3)C(=O)C2)cc1C
    -8.5%[10.9 µM] | -17.6% | -1.7% | 4.2%
- CCn1cc(C(=O)Nc2ccc(C(C)C)cc2)c2cc(OC)c(OC)cc2c1=O
    -8.7%[10.9 µM] | 17.5% | ? | 8.9%
- CC(=O)Nc1ccc2nc(SCC(=O)O)sc2c1
    -26.3% | -11.8% | 0.6% | -3.1%
- COc1cc2c(cc1OC)C(COc1ccc3c(C)cc(=O)oc3c1)N(C(=O)c1ccc(Cl)cc1)CC2 (stereo not drawn)
    -3.6%[10.9 µM] | -4.0% | 0.3% | 2.8%
- Cc1cccc(N2CCN(C(=O)C3CCN(S(=O)(=O)c4c(C)noc4/C=C/c4ccccc4F)CC3)CC2)c1C
    -6.3%[10.9 µM] | -7.6% | 1.6% | 6.0%
- Cc1ccc(N2CN=c3s/c(=C\c4ccccn4)c(=O)n3C2)cc1
    5.0% | -7.5% | 2.6% | 2.9%

From PubChem
